FadD28 FP inh – inhibitors of FadD28 bisubstrate probe binding, primary screen, biochemical, fluorescence polarization, single point | inhibition, % at 12.5 µM | 0.22% of 360,000 active; in the data active = inhibition above about 8.5%, passing the limit was not always enough; inconclusive = no clear call, values can overlap the other calls
GDH-TPI inh – GDH-TPI coupling enzyme inhibitors, primary screen, artefact control for M. tuberculosis FBA inhibitor project, biochemical, absorbance, full deck; inhibition, % at 4.8 µM; AID 588335, 2011; GDH-TPI coupled enzyme counterscreen, NADH absorbance; 1.2% of 360,000 active; in the data active = inhibition above about 30%;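 also: 0% = DMSO wells and 100% = wells lacking the enzyme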
MazF activator – activators of E. coli MazEF toxin-antitoxin RNase, primary screen, biochemical, fluorescence, uHTS. Endoribonuclease toxin MazF (Escherichia coli (strain K12)), P0AE70. FAM/BHQ RNA-DNA oligo cleavage fluorescence, 5 h. activation, % at 20 µM. 0.32% of 350,000 active; in the data active = activation above about 50%
Target sequence (P0AE70 whole entry, looked up): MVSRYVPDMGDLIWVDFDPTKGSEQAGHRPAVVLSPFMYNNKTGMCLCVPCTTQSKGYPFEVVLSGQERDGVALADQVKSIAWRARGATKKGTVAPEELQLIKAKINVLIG
UGM FP inh – M. tuberculosis UGM enzyme inhibitors, primary screen, biochemical, fluorescence polarization, single point; UDP-galactopyranose mutase (Mycobacterium tuberculosis (strain ATCC 25618 / H37Rv)), …; purified UGM, fluorescence polarization probe displacement; inhibition, % at 10 µM; 0.06% of 320,000 active; in the data active = inhibition above about 10%, passing the limit was not always enough; inconclusive = no clear call, values can overlap the other calls
Target sequence (P9WIQ1 whole entry, looked up): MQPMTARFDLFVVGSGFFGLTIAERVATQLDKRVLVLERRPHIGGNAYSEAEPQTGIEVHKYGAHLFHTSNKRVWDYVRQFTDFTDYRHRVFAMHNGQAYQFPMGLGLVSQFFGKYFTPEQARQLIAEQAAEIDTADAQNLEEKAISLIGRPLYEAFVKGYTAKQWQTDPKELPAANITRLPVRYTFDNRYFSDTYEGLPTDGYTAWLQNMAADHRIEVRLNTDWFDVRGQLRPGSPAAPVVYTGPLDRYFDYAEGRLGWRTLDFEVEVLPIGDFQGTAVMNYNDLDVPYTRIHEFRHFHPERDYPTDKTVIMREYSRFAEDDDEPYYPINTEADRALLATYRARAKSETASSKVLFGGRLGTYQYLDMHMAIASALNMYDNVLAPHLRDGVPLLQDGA
Rv3671c inh – Rv3671c serine protease inhibitors, primary screen, biochemical, fluorescence polarization, M. tuberculosis H37Rv; P9WHR9; AID 2606, 2010; inhibition, % at 5.96 µM; 0.048% of 320,000 active; in the data active = inhibition above about 38%;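 also: extracellular domain of Rv3671c used as enzyme; 0% = enzyme with DMSO and 100% = no enzyme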
Target sequence (P9WHR9 whole entry, looked up, the tested form may be a part): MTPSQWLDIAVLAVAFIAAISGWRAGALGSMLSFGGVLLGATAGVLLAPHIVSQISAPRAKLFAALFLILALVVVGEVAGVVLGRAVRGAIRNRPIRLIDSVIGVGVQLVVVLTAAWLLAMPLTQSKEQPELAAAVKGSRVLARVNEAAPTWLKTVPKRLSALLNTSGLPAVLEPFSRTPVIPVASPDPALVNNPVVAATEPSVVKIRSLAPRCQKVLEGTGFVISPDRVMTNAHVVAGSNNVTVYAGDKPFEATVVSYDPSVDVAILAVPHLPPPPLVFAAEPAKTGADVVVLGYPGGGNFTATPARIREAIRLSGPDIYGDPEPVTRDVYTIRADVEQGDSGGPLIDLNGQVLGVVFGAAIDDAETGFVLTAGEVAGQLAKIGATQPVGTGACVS
Mtb FBA inh – Mtb FBA enzyme inhibitors, primary screen, biochemical, fluorescence, strain H37Rv; 2.3% of 360,000 active; purified M. tuberculosis FBA, fluorescence read-out; inhibition, % at 1 µM; AID 588726, 2011; in the data active = inhibition above about 27%;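 also: 0% = vehicle and 100% = reference inhibitor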
Mtb BioA inh – M. tuberculosis BioA enzyme inhibitors, primary screen, biochemical, plate reader, single point, HTS; purified M. tuberculosis BioA enzyme; 7,8-diaminopelargonic acid synthase BioA (Mycobacterium tuberculosis); 0.096% of 360,000 active; inhibition, % at 9.99 µM; in the data active = inhibition above about 40%; inconclusive = no clear call, values can overlap the other calls
PrPC TRFRET – inhibitors of human cell surface prion protein PrPC, primary screen, cell-based, TR-FRET. TR-FRET read-out. Major prion protein (Homo sapiens), P04156. AID 720596, 2013. 0.43% of 370,000 active. inhibition, % at 13.8 µM; in the data active = inhibition above about 24%; also: 0% = median of the test wells and 100% = reference compound wells
BoNT F protease – BoNT/F light chain protease inhibitors, primary screen, biochemical, flow cytometry, MLPCN library; 0.22% of 360,000 active; inhibition, % at 10 µM; Multiplex microsphere protease cleavage assay; Botulinum neurotoxin type F light chain protease (Clostridium botulinum); in the data active = inhibition above about 35%, passing the limit was not always enough; inconclusive = no clear call, values can overlap the other calls; also: plate controls were buffer without enzyme for full effect and enzyme alone for no effect
The depositor's hits bear a star; ? = inconclusive; . = no result given.

[1] O=C(CCC1CCN(C(=O)C2CC=CCC2)CC1)Nc1ccccc1 (stereo unspecified)
[2] O=P(NCc1ccccc1)(OCc1ccccc1)OCc1ccccc1
[3] CC1CC(C)CN(CC(O)COCc2ccccc2)C1 (stereo unspecified)
[4] CN1CCN(C(=O)C2CCN(c3ncnc4c3nc3n4CCCCC3)CC2)CC1
[5] C=CCn1c(SCC(=O)Nc2sccc2C(N)=O)nc2ccc(Cl)cc2c1=O
[6] CCOc1ccccc1/C=N/Nc1ccnc(=O)[nH]1
[7] COc1ccc(-c2nc3nc(C)cc(=O)n3[nH]2)cc1
[8] CC/C(O)=C1\C(=O)CCCC1=NCc1nc2ccccc2[nH]1
Assay by compound	1	2	3	4	5	6	7	8
FadD28 FP inh	-3.8	-2.8	-2.4	0.7	-4.6	-1.0	-3.1	-0.7
GDH-TPI inh	-7	4	-6	6	-9	26	4	18
MazF activator	3	3	5	-19	-2	6	-13	-4
UGM FP inh	.	.	-1.8	0.1	1.0	1.0	-0.7	0.7
Rv3671c inh	.	.	-1	-5	-20	.	1	1
Mtb FBA inh	1	2	-1	5	7	-1	2	5
Mtb BioA inh	1.5	.	-0.8	0.6	-1.2	-2.6	-0.5	0.1
PrPC TRFRET	2	4	6	7	-2	5	-6	0
BoNT F protease	-4	-19	-11	-5	-4	6	-1	-6

[9] CN(CC(=O)Nc1ccc(F)cc1)C(=O)CN1C(=O)c2ccccc2C1=O
[10] Cc1csc(NC(=O)c2ccc3ccccc3n2)n1
[11] O=C(Nc1ccccc1NC(=O)c1ccco1)c1ccco1
[12] CC(=O)c1ccc(NC(=O)C2C3C=CC(O3)C2C(=O)O)cc1 (stereo unspecified)
[13] O=C(CCCOc1cccc(Br)c1)NC1CCC(O)CC1 (stereo unspecified)
[14] Cc1cc(OCC(=O)O)c2ccccc2n1
[15] N#Cc1nc(-c2ccccc2Cl)oc1N1CCOCC1
[16] C/C(O)=C(/N=O)C(=O)Nc1ccccc1
Assay by compound	9	10	11	12	13	14	15	16
FadD28 FP inh	-1.7	-0.1	0.7	-0.3	0.0	-2.0	-0.8	0.8
GDH-TPI inh	7	15	4	10	-1	-1	29	10
MazF activator	2	1	5	-3	-2	9	1	3
UGM FP inh	-1.1	-1.0	-1.9	2.2	-1.4	-1.4	-1.0	-2.4
Rv3671c inh	1	-20	5	-11	-4	-10	-7	8
Mtb FBA inh	-1	-4	0	2	3	-1	33*	1
Mtb BioA inh	1.5	3.1	-1.9	2.5	-2.3	.	1.3	-1.8
PrPC TRFRET	4	1	3	4	-9	-1	-2	-4
BoNT F protease	8	-3	1	-24	8	-17	-6	7

[17] O=C(c1ccco1)C12CN3CN(CN(C3)C1)C2
[18] CC(=N)c1c(O)cc(C)oc1=O
[19] COc1ccc(C2CC2/C(C)=N/OC(=O)C2CC2)cc1 (stereo unspecified)
[20] O=C(CC1C(=O)NCCN1Cc1c(F)cccc1Cl)NCCCOc1cccnc1 (stereo unspecified)
[21] COc1ccc(C(=O)c2oc3ccc(OC)cc3c2N)cc1
[22] Cc1cn(C2CC(OC(=O)C(C)C)C(CO)O2)c(=O)[nH]c1=O (stereo unspecified)
[23] COc1cc(C(=O)NCc2nnc(SCC(=O)NC3CCCCC3)o2)cc(OC)c1OC
[24] N#Cc1nc(COc2ccccc2)oc1N1CCN(c2cccc(Cl)c2)CC1
Assay by compound	17	18	19	20	21	22	23	24
FadD28 FP inh	-1.5	-1.8	-2.2	-1.4	2.0	-1.2	-4.0	0.8
GDH-TPI inh	-3	-3	5	1	20	-1	-3	-5
MazF activator	8	9	10	-6	9	3	5	1
UGM FP inh	-0.2	.	-0.4	0.0	0.8	-1.6	1.0	-0.4
Rv3671c inh	-2	.	-2	10	-2	-14	-2	0
Mtb FBA inh	0	3	3	2	9	0	10	1
Mtb BioA inh	-0.7	-1.3	-0.5	0.8	0.7	-1.0	1.4	-0.2
PrPC TRFRET	-4	4	-1	0	-32	2	-12	-1
BoNT F protease	2	4	0	-2	-14	-1	1	-8

[25] CCCCc1noc(-c2c(-c3ccccc3Cl)noc2C)n1
[26] O=C(NCc1ccccc1Br)c1ccncc1
[27] Cc1nc2oc3c(NCc4ccccc4)ncnc3c2c2c1COC(C)(C)C2
[28] O=C(c1ccc(F)cc1)N1CCOCC1
[29] Cc1ccc(N/C=C(\C#N)c2ccc(OCCCF)cc2)cc1
[30] COc1ccc(CC(=O)OCc2cc3ccccc3[nH]c2=O)cc1
[31] CN(C)CCCNC(=O)c1ccc(-c2nc(-c3ccc(Cl)cc3)cs2)cc1
[32] O=C(c1nc2ccccn2c1CNCCCn1nnc2ccccc21)N1CCOCC1
Assay by compound	25	26	27	28	29	30	31	32
FadD28 FP inh	-4.1	3.1	-8.0	-2.9	-1.9	-4.8	-10	-0.5
GDH-TPI inh	-9	1	2	-3	41*	13	9	1
MazF activator	0	-3	-10	10	-2	7	-14	4
UGM FP inh	-1.2	-1.2	-1.3	1.2	2.2	-0.6	-0.1	0.3
Rv3671c inh	5	-9	-1	1	8	4	0	2
Mtb FBA inh	-4	-2	20	0	1	2	11	2
Mtb BioA inh	.	-1.3	0.9	-1.8	1.9	-0.8	1.8	-0.7
PrPC TRFRET	-5	0	0	4	3	5	-3	9
BoNT F protease	-5	-9	-13	-4	-32	4	-28	1

An excerpt of these results, with two lines to a compound.
Order of results – FadD28 FP inh	GDH-TPI inh	MazF activator	UGM FP inh	Rv3671c inh	Mtb FBA inh	Mtb BioA inh	PrPC TRFRET	BoNT F protease
16	C/C(O)=C(/N=O)C(=O)Nc1ccccc1
 : 0.8	10	3	-2.4	8	1	-1.8	-4	7
2	O=P(NCc1ccccc1)(OCc1ccccc1)OCc1ccccc1
 : -2.8	4	3	.	.	2	.	4	-19

Next entries:
[33] CC(NC(=O)c1cccs1)C(c1cccs1)N1CCOCC1 (stereo unspecified)
[34] COc1ccc(CC(=O)NC2CCN(CC(=O)N3CCCc4ccccc43)CC2)cc1OC
[35] NCCNC(=O)c1c(NC(=O)c2ccccc2)sc2c1CCCC2
[36] COc1cc(OC)c(-c2nc(-c3ccncc3)no2)cc1OC
[37] CCC(=O)Nc1ccc(NCc2ccc(-c3ccccc3)cc2)cc1
[38] Cc1ccc(OCC(=O)c2cc(C)n(CC(F)(F)F)c2C)c([N+](=O)[O-])n1
[39] CCOC(=O)CSc1nc2ccccc2c(=O)n1CC1CCCC1
[40] Cc1ccc(C(=O)C(C)OC(=O)CNC(=O)c2ccc(Br)o2)cc1 (stereo unspecified)
Assay by compound	33	34	35	36	37	38	39	40
FadD28 FP inh	-2.4	-2.3	-0.4	-2.0	0.2	0.0	-1.0	-4.0
GDH-TPI inh	-8	1	17	25	4	6	10	-5
MazF activator	0	5	17	-5	-1	7	0	-1
UGM FP inh	1.4	-4.1	1.8	0.5	-0.2	0.3	-1.7	2.3
Rv3671c inh	-3	5	-5	-4	5	8	-3	4
Mtb FBA inh	-1	-2	1	-2	-1	1	0	1
Mtb BioA inh	1.5	-2.9	0.8	-0.4	-0.9	.	0.4	.
PrPC TRFRET	-1	-10	-3	-1	13	-9	3	2
BoNT F protease	-6	3	?	?	?	-6	-6	-51

From entry 1 to 2, as listed above:
[1] O=C(CCC1CCN(C(=O)C2CC=CCC2)CC1)Nc1ccccc1 (stereo unspecified)
[2] O=P(NCc1ccccc1)(OCc1ccccc1)OCc1ccccc1
Assay by compound	1	2
FadD28 FP inh	-3.8	-2.8
GDH-TPI inh	-7	4
MazF activator	3	3
UGM FP inh	.	.
Rv3671c inh	.	.
Mtb FBA inh	1	2
Mtb BioA inh	1.5	.
PrPC TRFRET	2	4
BoNT F protease	-4	-19

Continuation.
[41] CCOC(=O)C1(CCc2ccccc2)CCN(C(=O)C2=C(C)OCCO2)CC1
[42] Cc1ccnc(NC(=O)CNC(=O)COc2ccccc2)c1
[43] Cc1ccc(CSCC(=O)NN=C2CCN(C)CC2)cc1
[44] CN(C(=O)COC(=O)CNC(=O)c1ccc(Cl)cc1Cl)c1ccccc1
[45] CCC(=O)N/N=C/c1ccc(-c2ccc([N+](=O)[O-])cc2)o1
[46] CCCCn1c(N)c(N(CCC(C)C)C(=O)c2[nH]c(C)c(C(=O)OCC)c2C)c(=O)[nH]c1=O
[47] O=C(CCNS(=O)(=O)c1ccccc1C(F)(F)F)NCC(c1ccco1)N1CCCCC1 (stereo unspecified)
[48] O=C(Nc1ccccc1)c1ccc(-c2ccc(F)cc2)s1
Assay by compound	41	42	43	44	45	46	47	48
FadD28 FP inh	-0.9	-0.3	0.8	-0.6	0.0	-2.0	-1.1	2.2
GDH-TPI inh	2	8	3	2	23	7	8	8
MazF activator	8	-8	-6	-24	6	-17	-7	1
UGM FP inh	1.6	0.4	-0.1	-2.3	-1.4	1.8	-2.3	-0.6
Rv3671c inh	-1	-8	-9	-2	-5	3	3	2
Mtb FBA inh	1	3	2	8	-6	5	2	1
Mtb BioA inh	.	-0.1	.	.	0.5	-2.1	.	.
PrPC TRFRET	1	4	-3	0	-47	7	-4	5
BoNT F protease	4	14	2	1	-12	12	-9	4

Down the list, from the results shown:
GDH-TPI inh, entries 43–47 → 3, 2, 23, 7, 8
FadD28 FP inh, entries 43–47 → 0.8, -0.6, 0.0, -2.0, -1.1
MazF activator, entries 43–47 → -6, -24, 6, -17, -7

Following part:
[49] CC(C)NC(=O)C1(C)Cc2c(-c3cccc(C(N)=O)c3)ccnc2O1 (stereo unspecified)
[50] CCc1ccccc1NC(=O)CN(C)C(=O)c1cccc(S(=O)(=O)N2CCCCCC2)c1
[51] NC(=O)C(c1ccccc1)c1ccc(C(=O)c2ccccc2)cc1 (stereo unspecified)
[52] O=C1CC(c2ccccc2Cl)CC(O)=C1C=Nc1ccccc1 (stereo unspecified)
[53] C=Cc1ccc(Cn2c(C)c(C(=O)NCc3ccccc3C(F)(F)F)sc2=O)cc1
[54] N#CC1(Nc2ccc(-c3ccc(NC4(C#N)CCCC4)cc3)cc2)CCCC1
[55] Cc1cc(C)c2cc(C(=O)N3CCC(N4CCCCC4)CC3)[nH]c2c1
[56] CC(C)(Oc1ccc(Cl)cc1)C(=O)NCc1ccc(S(N)(=O)=O)cc1
Assay by compound	49	50	51	52	53	54	55	56
FadD28 FP inh	-0.7	-3.1	-3.7	0.0	-1.2	-2.0	-0.1	-5.4
GDH-TPI inh	2	-8	-4	22	4	7	5	-9
MazF activator	.	-3	-3	-1	.	-3	3	-3
UGM FP inh	.	1.1	0.3	-2.4	.	.	-0.4	-1.6
Rv3671c inh	.	2	-1	-4	.	.	-3	-6
Mtb FBA inh	0	-2	4	1	-1	8	2	0
Mtb BioA inh	-0.1	0.6	1.5	.	-1.2	.	0.1	.
PrPC TRFRET	7	4	5	8	1	1	-2	7
BoNT F protease	-1	1	-2	0	-8	-5	-3	-3

[57] O=C(CN1C(=O)/C(=C\c2cccs2)SC1=S)Nc1cccc(C(=O)O)c1
[58] O=Cc1cccn1Cc1ccc(Cl)cc1Cl
[59] c1ccc(-n2nnnc2SCc2cccc(CSc3nnnn3-c3ccccc3)n2)cc1
[60] c1csc(-c2nc3nc4ccccc4nc3n2Cc2ccc3c(c2)OCO3)c1
[61] COc1cc(OC)c(OC)cc1CN1CCCC(C(=O)c2ccccc2SC)C1 (stereo unspecified)
[62] CC1(C)CCCN(C(=O)c2ccc3c(c2NCCO)C(=O)c2ccccc2C3=O)C1
Assay by compound	57	58	59	60	61	62
FadD28 FP inh	4.0	-1.2	-3.9	-1.6	-2.9	-3.6
GDH-TPI inh	15	4	-8	25	4	-5
MazF activator	-2	-8	-6	4	3	1
UGM FP inh	-1.3	-0.3	2.2	-1.5	-1.1	0.1
Rv3671c inh	-22	4	-6	3	0	-7
Mtb FBA inh	2	5	-1	2	2	-4
Mtb BioA inh	-3.1	0.5	0.1	-1.9	.	.
PrPC TRFRET	6	1	3	-7	2	-50
BoNT F protease	8	-3	-1	25	-3	-7

Source: PubChem BioAssay (several laboratories)
